Assay outcomes deposited in PubChem BioAssay by several laboratories.
EBV gp42 inh: blocks Epstein-Barr virus glycoprotein 42 binding; hit rate 0.42% among 220,000; Q1HVG2; AID 1085; Fluorescence polarization binding assay, mP read-out; inhibition, % (tested at 21.74 µM); in the data active = inhibition above about 50%
Target sequence (Q1HVG2 whole entry, looked up): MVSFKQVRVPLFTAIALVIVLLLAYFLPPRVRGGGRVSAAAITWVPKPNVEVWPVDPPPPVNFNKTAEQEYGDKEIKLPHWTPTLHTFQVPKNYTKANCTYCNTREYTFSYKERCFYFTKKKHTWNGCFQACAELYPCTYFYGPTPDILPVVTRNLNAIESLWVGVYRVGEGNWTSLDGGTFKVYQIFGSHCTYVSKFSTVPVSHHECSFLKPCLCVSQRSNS
eIF4E-4G inh: blocks eIF4E binding to eIF4G; P63073+Q04637; TR-FRET eIF4E-eIF4GI(517-606) binding, 2 h; hit rate 0.37% among 220,000; inhibition, % at 21.7 µM;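 note: 0% = full FRET control wells and 100% = background wells lacking eIF4GI fragment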
14-3-3 Bad PPI: disrupts binding of bovine 14-3-3 zeta to phospho-Bad peptide | hit rate 0.71% among 220,000 | AID 781 | inhibition, % at 21.7 µM | P63103 | TR-FRET 14-3-3zeta/Dy647-pBad peptide displacement, 1 h;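 active = inhibition above about 70%, limit read from the data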;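 note: 0% = full 14-3-3 plus peptide FRET controls and 100% = background without 14-3-3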
Target sequence (P63103 whole entry, looked up): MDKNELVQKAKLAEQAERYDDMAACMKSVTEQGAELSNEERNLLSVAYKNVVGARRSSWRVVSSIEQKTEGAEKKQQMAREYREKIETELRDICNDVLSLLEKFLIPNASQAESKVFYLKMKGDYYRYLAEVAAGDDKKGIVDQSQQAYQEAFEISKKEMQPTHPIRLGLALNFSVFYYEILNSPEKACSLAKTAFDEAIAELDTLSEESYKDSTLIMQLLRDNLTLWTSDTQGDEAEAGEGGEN
p47phox inh: inhibitors of human p47phox binding. hit rate 0.53% among 220,000. p47phox/p22phox peptide binding, fluorescence polarization, 2 h. AID 1274. inhibition, % at 24.7 µM;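 note: 0% = p47phox with labelled peptide and 100% = labelled peptide alone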
thrombin 1536: inhibitors of human thrombin; hit rate 0.26% among 220,000; inhibition, % at 5 µM; P00734; alpha-thrombin, Boc-VPR-AMC fluorogenic substrate cleavage;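 active = inhibition at or above 40%; inactive = inhibition below 40%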;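 note: 0% = enzyme with no compound and 100% = wells without enzyme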
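signal = AMC fluorescence, 355/460 nm | material = human alpha-thrombin enzyme | control set = enzyme without compound as high, wells lacking enzyme as low | times = reaction at room temperature | read-out basis = percent inhibition scaled between no-compound controls and no-enzyme blanks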
Furin inh: inhibitors of human furin | purified furin, fluorogenic substrate cleavage | inhibition, % at 30 µM | hit rate 0.061% among 220,000 | AID 463115; in the data active = inhibition above about 25%; note: inactives centre near -15
hK5 inh: blocks human kallikrein 5 protease activity; recombinant hK5, fluorogenic AMC substrate cleavage; inhibition, % at 5 µM; AID 873; hit rate 0.59% among 210,000;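 active = inhibition of 40% or more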;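 note: 0% = enzyme controls without compound and 100% = no-enzyme blanks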
Target sequence (Q9Y337 67-293 limits assumed): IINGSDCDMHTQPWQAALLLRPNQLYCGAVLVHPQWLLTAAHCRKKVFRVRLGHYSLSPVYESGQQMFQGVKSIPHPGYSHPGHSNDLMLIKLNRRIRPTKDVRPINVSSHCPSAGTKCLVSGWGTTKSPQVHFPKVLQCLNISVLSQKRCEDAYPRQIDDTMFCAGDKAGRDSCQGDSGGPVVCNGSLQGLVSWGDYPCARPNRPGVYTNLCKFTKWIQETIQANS
KCC2 mod: KCC2 (human) Cl- transport modulation. Q9H2X9. KCC2 cells, thallium flux FluoZin-2 fluorescence. B-score of Tl+ flux slope (higher = more flux/activation; lower = inhibition) at 10 µM. hit rate 2.2% among 190,000;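 active = thallium flux slope and its plate-corrected score both differing from the plate sample mean at a set confidence after two filtering rounds, in either direction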;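 note: slope of fluorescence scaled to starting intensity during 10 to 20 s after thallium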
Rad51 HR inh: Rad51 (human) homologous recombination inhibition | Q06609 | hit rate 0.085% among 200,000 | hRad51 DNA strand exchange, fluorescence dequenching | inhibition, % at 10 µM;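 active = inhibition above 40% at the single screening dose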;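 note: 0% = DMSO control wells and 100% = blanks with heterologous ssDNA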
Target sequence (Q06609 whole entry, looked up): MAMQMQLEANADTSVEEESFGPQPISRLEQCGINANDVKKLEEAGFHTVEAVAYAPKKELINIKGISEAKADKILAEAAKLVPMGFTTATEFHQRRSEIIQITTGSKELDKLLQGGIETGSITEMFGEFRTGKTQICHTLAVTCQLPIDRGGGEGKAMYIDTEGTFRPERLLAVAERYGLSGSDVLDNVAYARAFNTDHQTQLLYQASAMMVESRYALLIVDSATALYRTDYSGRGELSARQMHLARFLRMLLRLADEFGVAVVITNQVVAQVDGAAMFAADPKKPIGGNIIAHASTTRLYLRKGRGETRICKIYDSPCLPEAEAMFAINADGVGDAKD
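Material: hRad51 filaments on single-stranded DNA; Reagent: Donor/quencher-labelled 47-bp dsDNA substrate; Compound: 10 µM final, single point; Schedule: 37 °C 15-min filament assembly, 30-min compound preincubation, 15-min exchange; Technique: FRET fluorescence, excitation 485 nm, emission 520 nm; Benchmarks: control wells and blank wells on each plate.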
* marks the source's active call; other numbers are inactive results; · = not tested or not shown; [ ] = remark or other dose.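 Rule for the calls, unless noted: active = inhibition above about 30% (limit read from the data); inactive = the rest.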

Every second line gives: EBV gp42 inh, eIF4E-4G inh, 14-3-3 Bad PPI, p47phox inh, thrombin 1536, Furin inh, hK5 inh, KCC2 mod, Rad51 HR inh
(1) O=C(N/N=C/c1ccc(N2CCOCC2)s1)c1ccccc1Br
 : -54, 1, -15, -19, -8, -25, -3, -0.47, -22
(2) CN(Cc1ccccc1)C(=O)CN1CCN(C(c2ccccc2)c2ccccc2)CC1
 : -11, 2, 11, -13, -3, -7, -3, 0.54, -12
(3) Cn1cnnc1SC1c2cccc3cccc(c23)C1NS(=O)(=O)c1ccccc1 (stereo unspecified)
 : -18, 0, -10, -3, 2, -11, -24, 0.58, -6
(4) Cc1ccc2[nH]cc(C(=O)CCl)c2c1
 : -16, -2[fluorescence artefact?], 2[fluorescence artefact?], -19, -2, -25, -17, 0.71, ·
(5) C#CCOCCOCCOCCNc1nc(N2CCN(C(=O)C([C@@H](C)CC)n3cc(C(N)CO)nn3)CC2)nc(N2CCN(C(=O)[C@H](CCC(=O)O)n3cc(C(N)Cc4ccc(O)cc4)nn3)CC2)n1 (stereo partly specified)
 : -11, 3, 1, -2, -3, -26, -1, -0.02, -12
(6) Cc1ccc(N(CC2CO2)S(=O)(=O)c2ccc(C)cc2)cc1 (stereo unspecified)
 : 2, -2, -10, 9, -4, -25, 4, -0.16, 2
(7) Cc1ccc(-n2nnnc2SCC(=O)Nc2c(C)n(C)n(-c3ccccc3)c2=O)cc1
 : -17, 0, 12, -17, 3, -5[20 µM], -19, -0.75, -2
(8) CCCCCCC(=O)NNC(=O)c1c(O)c2ccccc2n(CCC)c1=O
 : -18, -3, -21, 2, -4, 0, -7, 2.6, -7
(9) O=C(C(Cl)Cl)N1c2ccccc2OCC1c1ccccc1 (stereo unspecified)
 : -11, 2, -1, -3, 6, 15[20 µM], -9, ·, 3
(10) C=CCn1c(Cc2csc(N)n2)nnc1SCC(=O)Nc1ccc(C(=O)OCC)cc1
 : -16, 1, -14, -18, 1, -3[20 µM], -8, ·, -7
(11) CCOc1ccc(C(C)=O)cc1CC(C(N)=O)C(N)=O
 : -14, 4[fluorescence artefact?], -5[fluorescence artefact?], -3, -5, -22[20 µM], -12, 0.7, ·
(12) COc1cc([N+](=O)[O-])cc(CN2CCCCC2)c1O
 : 4, 2, 23[fluorescence artefact?], 3, 2, -8[20 µM], -11, 0.25, ·
(13) Cc1cc2oc(=O)cc(CN3CCCc4ccccc43)c2cc1C
 : -23, 6, 15, -34, 2, -22, 1, -0.88, -26
(14) COc1cc2c(cc1OC)CN(C(=O)c1cc3ccccc3oc1=O)CC2
 : -9, -10, 0, 5, 13, -10, 5, -0.46, -8
(15) CC(C)Sc1cc(N2CCCC2)nc(-c2ccc(F)cc2)n1
 : -9, 1, 14, -14, 0, -17[20 µM], -21, 0.17, -2
(16) CCc1c(C)sc(NC(=O)C2CC2c2ccccc2)c1C(N)=O (stereo unspecified)
 : -27, 3, 3, -7, 0, -17, -4, -2, -3
(17) CCn1c2ccc(C)cc2c2nnc(NN)nc21
 : 9, -5[fluorescence artefact?], -12, -4, -13, -4, -14, -6.9*, 3
(18) CCCn1nnnc1NC(=O)c1cccs1
 : 6, 1[fluorescence artefact?], 10[fluorescence artefact?], -5, 2, -14[20 µM], -10, -0.067, -8
(19) COC(=O)/C(C(C)=O)=C(/C=C/C=C/N(C)C)N(C)C
 : 9, -1, -10, -1, -5, 11[20 µM], -8, 0.61, -4
(20) C=C1CCN(C(C)C(=O)OC)S(=O)(=O)c2ccccc21 (stereo unspecified)
 : -22, 2, -3, 3, -2, -32, -1, -0.73, 1
(21) Cc1ccc(C)c2[nH]c(=O)c(CN(CCN3CCCC3)C(=O)Nc3cccc(Cl)c3)cc12
 : 1, 7[fluorescence artefact?], -5[fluorescence artefact?], -16, -3, -14[20 µM], -4, ·, 5
(22) CCNC(=O)c1ccc(C23CC4CC(CC(C4)C2)C3)o1
 : -4, 2, 4, -13, 1, -31, 0, -0.4, 1
(23) Cc1ccc(SCCC(=O)Nc2cc(C)on2)cc1
 : -17, -2, -15, -1, -5, -25, 0, 0.14, 13
(24) Cc1cc(C(=O)NCCc2ccc(Cl)cc2)no1
 : -16, 1, 1, -9, ·, -24, 2, -0.22, 11
(25) CCn1c(SCC(=O)Nc2cccc(C(C)=O)c2)nnc1C(C)C
 : -7, 0, 7, 3, 2, -12, 3, ·, 12
(26) Cc1c(Br)c(=O)oc2c(C)c(O)ccc12
 : 2, 18, -16, -1, -1, -16, -4, 0.41, 11
(27) O=C1CN(C(=O)COC(=O)CNS(=O)(=O)/C=C/c2ccccc2)c2ccccc2N1
 : 0, -1, 21, 2, -11, -6, -3, 0.88, -39
(28) C[C@H](NC(=O)c1ccco1)C(=O)Nc1ccc2c(c1)OCO2
 : -9, -3, -11, -4, -1, -10, 4, 0.027, 12
(29) COc1ccc([N+](=O)[O-])cc1NC(=O)c1ccc(N2C(=O)CCC2=O)cc1
 : -23, 1, 0, -3, -12, -4, 2, ·, 1
(30) CCOc1ccc(NC(=O)c2cc3ccccc3cc2O)cc1
 : 8, 6, 67, -11, 1, -21, 0, 1.4, -14
(31) COc1ccc(NC(=O)NCc2ccccc2F)cc1OC
 : -10, 4, -5, -6, -4, -21, 0, 0.22, 11
(32) CCOC(=O)N1CCC(NCCNC(=O)c2cccs2)CC1
 : -6, -2, 33, 4, -4, -12[20 µM], -10, ·, 0
(33) CCOC(=O)C1(CCCc2ccccc2)CCN(C(=O)c2ocnc2C)CC1
 : -4, -3, -8, -2, -1, -13, 15, ·, ·
(34) COCCN(Cc1ccccc1)C(=S)Nc1ccc(OC(F)F)cc1
 : -6, 5, 10[fluorescence artefact?], -12, -15, -13, -7, -0.051, 11
(35) Cc1cc(-c2nc(C)c(-c3nnc(SCC(=O)Nc4cc(Cl)cc(Cl)c4)n3C)s2)no1
 : -14, 7, 4, -1, 2, -30, 16, 0.18, -10
(36) c1cnc2c(Oc3ncnc4sccc34)cccc2c1
 : 3, -1, -7, -2, -2, -26, ·, -0.12, ·
(37) O=C(CCCCCn1c(=S)[nH]c2ccc(N3CCOCC3)cc2c1=O)NCc1ccc(Cl)cc1
 : -4, 14, 2, 15, -11, -15, -9, -0.13, 9
(38) COc1cccc(NC(=S)Nc2cc(C)cc(C)n2)c1
 : -3, -4, -10, -6, -3, -10, -3, 1.2, 0
(39) COc1ccc(-c2ccc(=O)n(Cc3cccc([N+](=O)[O-])c3)n2)cc1
 : 10, -4, -10, -9, 6, -17, -12, -1, 8
(40) CCc1ccc2c(c1)C(C)=CC(C)(C)N2
 : -12, 3[fluorescence artefact?], 19[fluorescence artefact?], -2, -2, -20[20 µM], 4, 0.19, -7

Three compounds out of the list above, arranged by their value in hK5 inh, smallest number first:
Every second line gives: EBV gp42 inh, eIF4E-4G inh, 14-3-3 Bad PPI, p47phox inh, thrombin 1536, Furin inh, hK5 inh, KCC2 mod, Rad51 HR inh
(39) COc1ccc(-c2ccc(=O)n(Cc3cccc([N+](=O)[O-])c3)n2)cc1
 : 10, -4, -10, -9, 6, -17, -12, -1, 8
(26) Cc1c(Br)c(=O)oc2c(C)c(O)ccc12
 : 2, 18, -16, -1, -1, -16, -4, 0.41, 11
(38) COc1cccc(NC(=S)Nc2cc(C)cc(C)n2)c1
 : -3, -4, -10, -6, -3, -10, -3, 1.2, 0

(next part)
Every second line gives: EBV gp42 inh, eIF4E-4G inh, 14-3-3 Bad PPI, p47phox inh, thrombin 1536, Furin inh, hK5 inh, KCC2 mod, Rad51 HR inh
(41) O=C(Nc1nnc(-c2ccco2)s1)c1ccccc1
 : -10, -13, 9, -7, 1, -13, -7, 0.79, -1
(42) NN1C(=O)NC(c2ccccc2)(c2ccccc2)C1=O
 : -10, -2, 3, -5, 3, -17, -15, 0.84, 8
(43) Cc1sc(-c2ccncc2)nc1OC(=O)c1ccccc1
 : -19, 1, -4, -4, -6, -45[20 µM], -1, ·, 5
(44) COc1ccc(C2C3=C(CCCC3=O)Nc3nc(SCc4ccc(C(=O)O)cc4)nn32)cc1OC (stereo unspecified)
 : -5, 2, 0, -5, 2, -12, 1, 0.034, -2
(45) CCC(=O)Nc1cccc(NC(=S)NC(=O)c2cc3ccccc3o2)c1
 : -17, 3, -11, -2, 6, -22, 0, 3.8, 24
(46) CCCn1c(O)c(CN2CCCC(C)C2)c(C)c(C#N)c1=O (stereo unspecified)
 : 34, -9, -9, -31, 4, -12[20 µM], 8, -0.028, -21
(47) O=C(NCCN1CCN(c2ccccc2)CC1)C1(S(=O)(=O)c2ccc(Cl)cc2)CC1
 : -17, -5, 0, -15, 13, -16, -3, -1.6, 7
(48) CCOc1ccc(NC2OC(C)C(O)C(O)C2O)c([N+](=O)[O-])c1 (stereo unspecified)
 : -6, -6, -10, 1, -6, -7, -1, 0.62, 2
(49) C/C(=N\NC(=O)c1ccncc1)c1ccc(N(C)C)cc1
 : -7, 2, -5, ·, 0, -14, -19, -0.12, ·
(50) CCOC(=O)c1c(NC(=O)CSc2nnc(-c3cccnc3)o2)sc2c1CCC2
 : -1, 1, 0, -6, 1, -16[20 µM], -3, 1.6, -7
(51) O=C1NC(=Nc2ccccc2)c2ccc([N+](=O)[O-])cc21
 : -9, 2[fluorescence artefact?], -3[fluorescence artefact?], 0, -14, -13, -16, 0.46, 3
(52) CCc1nnc(NC(=O)C2CCCO2)s1 (stereo unspecified)
 : -21, 0, -6, -2, -10, -3, -2, ·, 6
(53) CCCCC1=CC2=C(c3ccco3)C(=O)C(C)(OC(=O)c3ccc(OC)cc3)C(=O)C2=CN1CCCOC(C)C (stereo unspecified)
 : 17, 5, -1, 0, -3, -3, 1, -0.018, 5
(54) CN(C(=O)CSc1nc(C2CC2)nc2ccccc12)c1nc(-c2ccccc2)cs1
 : -5, 2, 11, 0, -5, -13, -3, ·, 0
(55) O=C(CSc1ccccc1Cl)NC1CCCc2ccccc21 (stereo unspecified)
 : -4, 1, -7, -2, -10, -15, -14, -0.17, 1
(56) COc1cccc(/C=N/NC(=O)CC(=O)NCCc2ccc(OC)c(OC)c2)c1
 : -1, 0, 12, -5, -1, -8[20 µM], 3, -0.16, -1
(57) COc1cccc(NS(=O)(=O)c2ccc3c(c2)CCCN3C(C)=O)c1
 : -17, -4, -3, -24, -2, -20[20 µM], -19, ·, -4
(58) Cc1ccc(NC(=O)C2CCCN2S(=O)(=O)c2ccc3c(c2)CCC(=O)N3)cc1Cl (stereo unspecified)
 : -9, -4, 14, -15, -1, -17, -1, ·, 2
(59) COc1cccc(-c2cc(C(F)(F)F)c3c(N)c(C#N)sc3n2)c1
 : -37, 5, 1, -11, -2, -20[20 µM], 8, -2.4, ·
(60) COc1ccc(OCCSc2nnc(-c3cccnc3)n2N)cc1
 : 1, 1, -3[fluorescence artefact?], 5, 37, -5, 31, 1.6, ·
(61) COc1cccc(NC(=O)Nc2ccc3c(c2)N(C)C(=O)CS3)c1
 : -3, -2, -7, -44, 2, -24[20 µM], -1, 0.11, 2
(62) CCCNC(=O)c1ccccc1NC(=O)c1ccccc1N(C)S(=O)(=O)c1ccccc1
 : -16, 1, -1[fluorescence artefact?], -15, 7, -16, -8, -0.73, -3
(63) CC(=O)c1c(C)n(C)c2ccc(O)cc12
 : -30, 5[fluorescence artefact?], 13, -10, -8, -3[20 µM], -21, -0.26, -2
